Compound activity from PubChem.
aSyn yeast inh – qHTS of alpha-syn Inhibitors; 370,000 compounds, 0.14% hits; Yeast expressing alpha-synuclein, growth rescue, BacTiter-Glo, 24 h; Potency, µM (titrated, usually from 46.1 µM), for the others: top-dose growth rescue (activation), actives largely listed as activators; further: potency means the concentration at half of the fitted maximal effect; % of control where 0% means no effect; nearly all actives have a fitted effect of over 65% in size
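Screening used galactose-induced yeast with toxic alpha-synuclein levels, exposed to compound for 24 hr at 30 deg C. Cell growth, read with BacTiter-Glo luminescence, gave the measured signal.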
TDP-43 yeast inh – qHTS of TDP-43 Inhibitors. 410,000 compounds, 1.8% hits. TDP-43 expressing yeast growth rescue, BacTiter-Glo, 24 h. Potency, µM (highest dose often 46.1 µM), for the others: at the top dose growth rescue (activation), usual class: activators. AID 652104, 2013; further: potency means the concentration at half of the fitted maximal effect; % of control where 0% means no effect; nearly all actives have a fitted effect of over 50% in size
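Growth rescue of TDP-43-toxic yeast measured as ATP luminescence (BacTiter-Glo). Cells grown to mid-log in raffinose, induced in galactose at OD600=0.02, exposed to compound 24 hr at 30 deg C.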
GLP1R cytotox – qHTS of GLP-1 Receptor Inverse Agonists: Cytotox Screen. HEK293 cAMP-luciferase reporter cells, luminescence, 24 h. Potency, µM (highest dose often 38.3 µM), for inactives: at the highest dose activity change, negative = inhibition, hits mostly inhibitors. 410,000 compounds, 0.13% hits. AID 624418, 2012;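 further: loss of luciferase light is scored as toxicity; potency means the concentration at half of the fitted maximal effect; on the % scale 0 is the no-effect control and ±100 the full control effect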
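MLSMR compounds, 24 hr on cells at 37 deg C/5% CO2; luminescence after luciferase reagent (12 min RT). Inhibition counted as the undesired cytotoxic outcome.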
PTHR1 agonist – qHTS for PTHR1 Agonists: Primary Screen | HEK293 GP2 PTHR1 cells, GloSensor cAMP luminescence, 1 h | Potency, µM (titrated, usually from 115 µM), without a hit: top-dose activation, most hits filed as activators | 410,000 compounds, 0.075% hits; further: potency means the concentration at half of the fitted maximal effect; nearly all actives have a fitted effect of over 55% in size; some results filed as inactive show a strong effect at the top dose; inactives centre near -15; many of its hits are not listed in these tables
Target sequence (Q03431 whole entry, looked up): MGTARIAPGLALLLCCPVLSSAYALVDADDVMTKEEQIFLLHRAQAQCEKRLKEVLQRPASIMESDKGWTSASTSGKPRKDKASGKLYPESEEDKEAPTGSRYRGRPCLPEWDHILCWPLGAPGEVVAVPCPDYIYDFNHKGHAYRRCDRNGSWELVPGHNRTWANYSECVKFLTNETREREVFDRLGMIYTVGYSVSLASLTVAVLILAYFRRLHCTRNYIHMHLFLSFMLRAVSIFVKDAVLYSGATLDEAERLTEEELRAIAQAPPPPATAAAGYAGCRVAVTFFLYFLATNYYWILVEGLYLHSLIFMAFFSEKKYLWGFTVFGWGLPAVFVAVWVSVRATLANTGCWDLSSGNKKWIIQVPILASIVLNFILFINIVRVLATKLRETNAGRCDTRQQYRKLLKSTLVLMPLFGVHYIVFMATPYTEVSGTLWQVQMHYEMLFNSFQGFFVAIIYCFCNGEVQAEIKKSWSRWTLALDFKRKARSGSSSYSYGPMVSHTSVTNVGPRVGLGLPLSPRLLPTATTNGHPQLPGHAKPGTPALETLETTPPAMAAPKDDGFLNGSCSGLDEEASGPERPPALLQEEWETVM
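HEK-293-derived GP2 cells expressing PTHR1 and a GloSensor cAMP reporter, 3,000/well, plated overnight, given luciferin plus IBMX (each 0.5 mM as added) for 1 h at 37 °C, then compound for 1 h at 37 °C. Luminescence was read after 15 min at room temperature.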
FUS suppressor – qHTS for Suppressors of FUS Proteinopathy: Primary screen using FUS-linked yeast assay; 390,000 compounds, 0.24% hits; Potency, µM (highest dose often 76.6 µM), without a hit: at the top dose growth rescue (activation), actives largely listed as activators; S. cerevisiae FUS-expressing, growth rescue, OD600, 24 h;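 further: potency means the concentration at half of the fitted maximal effect; plate controls were DMSO vehicle for no effect and reference control for full effect; nearly all actives have a fitted effect of over 55% in size; some results filed as inactive show a strong effect at the top dose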
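Restored growth of FUS-toxic S. cerevisiae, read as 600 nm absorbance after 24 h at 30C in galactose medium (starting OD 0.005). Controls CP55940 and DMSO.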
MmCpn inh – Inhibitors of TCP-1 ring complex (TRiC) of Methanococcus maripaludis (MmCpn): qHTS. purified Mm-Cpn ATPase, ADP Transcreener TR-FRET. Potency, µM (top dose mostly 76.9 µM), for the others: at the top dose activity, negative = inhibition, usual class: inhibitors. 330,000 compounds, 0.031% hits; further: potency means the concentration at half of the fitted maximal effect; on the % scale 0 is the no-effect control and ±100 the full control effect; nearly all actives have a fitted effect of over 80% in size
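25 nM Mm-CPN + cpd, 10 min 37°C; + 10 uM ATP, 30 min 37°C; buffer 30 mM Tris pH 7.4, 100 mM KCl, 5 mM MgCl2, 1 mM DTT; Transcreener ADP HTRF detection 30 min RT.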
pAkt inh – HTS Assay for Inhibitors of Akt Phophorylation: Primary Screen; Neuro2A IGF-stimulated pAkt S473 HTRF, 20 min; active compounds read low; activity change, % for hits at 50 µM; 360,000 compounds, 0.32% hits; in the data active means activity change below about -80%; inconclusive means mostly about -51% to -80%; further: on the % scale 0 is the no-effect control and ±100 the full control effect
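Single-point screen (50 µM final compound) in Neuro2A cells stimulated 20 min with 6 nM IGF at 37 deg C. After lysis, Ser473-phosphorylated Akt read by HTRF (ex 330 nm, em 615/665 nm) as the 665/615 ratio.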
GLP1R inv ag – qHTS of GLP-1 Receptor Inverse Agonists (Inhibition Mode); Potency, µM (doses to about 38.3 µM), for inactives: at the highest dose activity change, negative = inhibition, hits mostly inhibitors; HEK293 GLP-1R CRE-luciferase, luminescence, 24 h; GLP-1R form is constitutively active; AID 624417, 2012; 410,000 compounds, 1.6% hits; further: potency means the concentration at half of the fitted maximal effect; on the % scale 0 is the no-effect control and ±100 the full control effect; nearly all actives have a fitted effect of over 55% in size
Target sequence (P43220 whole entry, looked up): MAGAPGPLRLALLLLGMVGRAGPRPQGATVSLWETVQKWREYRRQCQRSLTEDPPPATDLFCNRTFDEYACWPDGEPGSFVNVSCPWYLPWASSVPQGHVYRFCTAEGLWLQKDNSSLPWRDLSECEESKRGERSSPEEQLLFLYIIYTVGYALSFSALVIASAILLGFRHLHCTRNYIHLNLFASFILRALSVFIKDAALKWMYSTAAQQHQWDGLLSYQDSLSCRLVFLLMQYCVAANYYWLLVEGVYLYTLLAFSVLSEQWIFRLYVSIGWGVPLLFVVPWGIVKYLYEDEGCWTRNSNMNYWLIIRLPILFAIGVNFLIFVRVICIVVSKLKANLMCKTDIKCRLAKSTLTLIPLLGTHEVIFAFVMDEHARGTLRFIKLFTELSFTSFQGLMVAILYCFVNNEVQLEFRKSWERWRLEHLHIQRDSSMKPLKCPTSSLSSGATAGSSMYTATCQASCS
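Inverse agonists were sought by their lowering of basal cAMP reporter luciferase output in HEK293 cells stably carrying constitutively active human GLP-1R, after 24 h compound treatment.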
Abeta rescue – qHTS for compounds that reverse cellular toxicity of Amyloid beta (A-beta) peptide in yeast: Primary Screen | 410,000 compounds, 0.063% hits | Potency, µM (top dose mostly 46.1 µM), for inactives: at the top dose growth rescue, hits mostly activators | yeast expressing A-beta42, growth rescue, OD600, 48 h; response scale: 0% DMSO, 100% iron-clioquinol control; further: potency means the concentration at half of the fitted maximal effect; nearly all actives have a fitted effect of over 55% in size
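Growth rescue measured by 600 nm absorbance after 48 h yeast culture at 30 C with compound. Values normalized between DMSO and an equimolar ferric chloride plus clioquinol control.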
Numbers without * were called inactive; i = inactive; ? = inconclusive; . = not tested or not shown; & = joins results of further samples; [ ] = remark or other dose. Unless noted, the call rests on the fitted dose curve; in most records, active means well fitted curve in the direction sought with a large enough effect; inconclusive means small, poorly fitted or top-dose-only effect, or another doubt; inactive means no such curve, though single readings can be large; an effect the other way counts as inactive or inconclusive. An excerpt; the hit share may differ from the screen's.

SMILES	aSyn yeast inh	TDP-43 yeast inh	GLP1R cytotox	PTHR1 agonist	FUS suppressor	MmCpn inh	pAkt inh	GLP1R inv ag	Abeta rescue
COc1ccc(NS(=O)(=O)c2ccc(NC(=S)NC(=O)c3ccc(F)cc3)cc2)nn1	2%	-13%	-6%	i	6%	2%	i	6%	-4%
O=C(C(=O)N1CCN(c2cccc(Cl)c2)CC1)c1cn(CC(=O)N2CCOCC2)c2ccccc12	6%	1%	1%	-11%	37%	0%	i	?	15%
CN(CC(=O)O/N=C(\N)c1ccc([N+](=O)[O-])cc1)S(=O)(=O)c1ccc2ccccc2c1	18%	-5%	3%	i	15%	-1%	i	6%	2%
CCN(CCO)C(=O)c1ccc2nc(Cc3cccc(Cl)c3)oc2c1	1%	-3%	0%	0%	-9%	-2%	i	58%[activator]	7%
CCOc1ccc(C2=Nn3c(nnc3-c3ccco3)SC2)cc1	-2%	?	4%	-9%	-3%	-1%	i	71%[activator]	21%
COC(=O)c1ccc(/C=N/NS(=O)(=O)c2cc(C)ccc2C)cc1	9%	11%	7%	i	.	3%	i	18%	2%
CCc1ccc(C(=O)c2cnc3ccc(F)cc3c2S(=O)(=O)c2ccccc2)cc1	.	?	-1%	-56%[inhibitor]	13%	.	.	?	7%
CC(=O)c1cccc(NC(=O)CO/N=C2/CCCc3nonc32)c1	2%	10%[9.22 µM]	-1%	-2%	15%	-1%	i	5%	12%
Cc1cccc(C(C)C)c1NC(=O)C(NS(=O)(=O)c1cccc2nsnc12)c1ccccc1 (configuration not stated)	.	9%	-3%	i	-3%	.	.	?	-17%
CCOC(=O)N1CCC(N2Cc3cccc(C(=O)Nc4ccc(OC)c(OC)c4)c3C2=O)CC1	-8%	29%	8%	-24%	5%	0%	i	6%	7%
CCCn1[nH]cc(SC)c(=O)c1=O	?	-45%[inhibitor]	6%	-3%[57.5 µM]	1%	-1%	i	8%	-15%
CC(=O)Nc1ccc(N=Nc2ccccc2)cc1[N+](=O)[O-]	-5%	?	?	-18%	31%	.	i	12%	-6%
C/C(=N\NC(=O)CC1N=C(Cc2ccccc2)NNC1=O)c1ccccc1 (configuration not stated)	1%	-10%	-11%	i	-4%	2%	i	-15%	-10%
N#CC1(c2ccccc2)CCCN1C(=O)c1ccc(Br)cc1 (configuration not stated)	0%	-1%	-23%	-20%	12%	3%	i	1%	-9%
O=C1NC(=O)C(=C2CCOC2=O)N1	0%	21%	4%	i	-5%	.	i	-6%	10%
CCOC(=O)C(C)Sc1nnc(NC(=O)c2ccc(C)c([N+](=O)[O-])c2)s1 (configuration not stated)	-1%	23%	-3%	-20%	-4%	-1%	i	3%	-3%
Cc1ncc([N+](=O)[O-])n1CC(=O)NCc1ccccc1	-6%	0%	-17%	i	21%	0%	i	-10%	-8%
COc1ccc(N2CCN(C3CCCN(Cc4ccc(F)cc4Cl)C3)CC2)cc1 (configuration not stated)	-2%	12%	1%	-55%[inhibitor]	-6%	-1%	i	20%	17%
COc1ccccc1C(CC(=O)c1ccccc1)CC(=O)c1ccccc1	-12%	8%	3%	-52%[inhibitor]	16%	-2%	i	?	-6%
O=C(Oc1ccc(F)cc1)c1nc(SCc2ccccc2F)ncc1Cl	.	3%	2%	?	-18%	.	.	-6%	-12%
O=C(Nc1ccc(Cl)cc1C(=O)Nc1ccncc1)c1ccco1	0%	-4%	-27%	i	18%	1%	.	-2%	6%
CC1(c2ccc3c(c2)OCO3)NC(=O)N(CC(=O)NCCC2=CCCCC2)C1=O (configuration not stated)	7%	24%	-4%	19%[57.5 µM]	18%	2%	i	0%	4%
CCN(Cc1ccccc1)C(=O)CCS(=O)(=O)c1ccc2c(c1)CCN2C(C)=O	-9%	-10%&28%	6%&2%	-32%&-5%[inhibitor]	5%&8%	1%	i	17%&9%	3%&-1%
C=CCN(CC=C)C(=O)C1CCC(C(=O)N(CC=C)CC=C)CC1 (configuration not stated)	-12%	10%	-5%	-7%	-44%	0%	i	10%	17%[9.22 µM]
Cc1c(Cl)cccc1NC(=O)C(=O)NNS(=O)(=O)c1ccc(F)cc1	0%	5%	-2%	-17%	?	-2%	i	3%	10%
CC(C)N(Cc1nccn1C)C(=O)c1ccc2oc(CCCc3ccccc3)nc2c1	3%	-6%	9%	-89%[inhibitor]	8%	1%	i	?	19%
C[C@H]1CN([C@@H](C)CO)C(=O)CCCn2nncc2CO[C@H]1CN(C)S(=O)(=O)c1ccc(Oc2ccccc2)cc1	0%	6%	-6%	i	?	.	i	13%	1%
CN(CC(O)COCc1ccc2c(c1)OCO2)C1CCCCC1 (configuration not stated)	-2%	-1%	8%	i	1%	3%	i	-11%	1%
CC(Nc1ccc2c(c1)OCCO2)C(=O)N1c2ccccc2CC1C (configuration not stated)	2%	4%	8%	-18%	30%	0%	i	?	-4%
C=CCn1c(SCC(=O)NCCO)nc2sc(C)c(C)c2c1=O	?	-13%	0%	5%	2%	0%	i	80%[activator]	-6%

A different layout for part of the listing above:
Every second line gives: aSyn yeast inh	TDP-43 yeast inh	GLP1R cytotox	PTHR1 agonist	FUS suppressor	MmCpn inh	pAkt inh	GLP1R inv ag	Abeta rescue
CC(C)N(Cc1nccn1C)C(=O)c1ccc2oc(CCCc3ccccc3)nc2c1
  3%	-6%	9%	-89%[inhibitor]	8%	1%	i	?	19%
C[C@H]1CN([C@@H](C)CO)C(=O)CCCn2nncc2CO[C@H]1CN(C)S(=O)(=O)c1ccc(Oc2ccccc2)cc1
  0%	6%	-6%	i	?	.	i	13%	1%
CN(CC(O)COCc1ccc2c(c1)OCO2)C1CCCCC1 (configuration not stated)
  -2%	-1%	8%	i	1%	3%	i	-11%	1%
CC(Nc1ccc2c(c1)OCCO2)C(=O)N1c2ccccc2CC1C (configuration not stated)
  2%	4%	8%	-18%	30%	0%	i	?	-4%

Next part
SMILES	aSyn yeast inh	TDP-43 yeast inh	GLP1R cytotox	PTHR1 agonist	FUS suppressor	MmCpn inh	pAkt inh	GLP1R inv ag	Abeta rescue
CCCN(C(=O)c1cn(-c2ccccc2)nc1-c1ccc(OC)cc1)C1CCS(=O)(=O)C1 (configuration not stated)	-6%	5%	11%	i	31%	0%	i	-3%	17%
Cc1cccc(S(=O)(=O)NC(=O)C2(C)CCN2C(=O)Cc2ccc(-c3ccccc3)cc2)c1 (configuration not stated)	-16%	0%	-5%	-8%	?	.	i	?	1%
Cc1nc2ccc(C(=O)N(C)Cc3ccco3)cn2c1N(C)CC1CCCCC1	1%	0%	-19%	-20%	-5%	.	i	?	11%
CCOC(=O)N1CCN(c2cc(N(C)CCO)c([N+](=O)[O-])c3nonc23)CC1	1%	3%	-25%	i	19%	-1%	i	8%	-6%
COc1ccc(OC)c(S(=O)(=O)N2Cc3ccccc3CC2C(=O)Nc2nccs2)c1 (configuration not stated)	-5%	17%	-19%	-4%	-8%	2%	i	?	17%
Cc1ccc(SCc2nc(N)nc(Nc3ccccc3C)n2)c(C)c1	8%	?	3%	-2%	17%	2%	i	?	?
CCCn1c(CNC(=O)Cc2ccccc2)nc2ccccc21	-16%	9%	-11%	i	-2%	0%	i	0%	17%
NC(=O)C1(Nc2ccccc2)CCCC1	0%	-22%	-2%	i	21%	.	i	3%	-13%
CCc1cccc(NC(=O)C2CC2c2ccccc2)c1 (configuration not stated)	-11%	30%	10%	-25%	-3%	2%	i	?	7%
Cc1cccc(N(C)S(=O)(=O)c2c(C(=O)N3CCCCCC3)c(C)n(C)c2C)c1	.	6%	0%	i	23%	.	.	-27%	-6%
Cc1cc(C(=O)OCC(=O)Nc2ccc(F)c(F)c2)c(C)o1	-4%	12%	-5%	-12%[57.5 µM]	15%	0%	i	0%	-4%
Cn1nc(-c2ccccc2)nc1-c1ccccc1	1%	9%	0%	-25%	-10%	1%	i	4%	-14%
CCN1CCN(Cc2ccc(NC(=O)c3ccc(C)c(NC(=O)c4nccn4C)c3)cc2C(F)(F)F)CC1	2%	-3%	-3%	i	-19%	-2%	i	-25%	-7%
CCOC(=O)c1c(-c2ccc(Br)cc2)csc1NC(=O)c1ccc(F)cc1	.	3%	6%	0%	-27%	.	.	-1%	-17%
C[C@@H]1CN([C@H](C)CO)S(=O)(=O)c2ccc(C#Cc3ccccc3)cc2O[C@@H]1CN(C)C(=O)CN(C)C	-1%	21%	1%	-22%	15%	.	i	?	-9%
CN(C)c1ccc(CN(Cc2ccco2)C(=O)c2ccc(C(C)(C)C)cc2)cc1	.	-21%	0%	-25%	31%	.	.	11µM*	3%
CCc1ccc(NC(=O)C(C)OC(=O)C2CCC(=O)N2)cc1 (configuration not stated)	-1%	-9%	-1%	-2%	-3%	2%	i	6%	-12%
CN1CCCN(C(=O)c2cc3c(s2)CCCC3)CC1	-5%	-9%	-1%	4%	10%	0%	i	?	6%
CC(=O)Nc1ccc(S(=O)(=O)Nc2cccc(-n3c(C)nc4ccccc4c3=O)c2)cc1	-4%	20%	11%	i	5%	0%	i	4%	0%
CCOCCOC(=O)COc1ccc2c(=O)c(Oc3ccc(OC)cc3)coc2c1	4%	18%	2%	-18%	-11%	2%	i	11%	-8%
CCn1c(SCc2ccccc2)nnc1-c1cccs1	2%	17%	0%	-6%[57.5 µM]	?	1%	i	?	-1%
COc1ccc(-c2cn3cc(C)ccc3n2)cc1Br	1%	20%	1%	-25%	17%	1%	i	?	-24%
CCn1c(SCC(=O)NC2CCCc3ccccc32)nnc1-c1ccncc1 (configuration not stated)	3%	-9%	-8%	i	.	1%	i	-18%	-1%
